# High-throughput results: PubChem, Broad Institute
# LGR2 inh = Drosophila LGR2 receptor signaling inhibition. HEK293 LGR2, CRE-luciferase, bursicon-stimulated, 4 h. inhibition, % at 9.99 µM. 380,000 tested, 0.35% active. AID 720647;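 active = drop in luminescence signal, shown as inhibition above about 50% in the replicate tests, limit read from the data, passing the limit was not always enough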;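 also: agonist challenge used bursicon conditioned medium at about half maximal strength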
# PAX8 inh HTS = PAX8 transcriptional activity inhibition | 360,000 tested, 1.2% active | AID 652154 | inhibition, % at 12.6 µM | RMG-I TPO-luciferase reporter, SteadyGlo, 24 h;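 active = mean replicate inhibition at least 60% with every replicate also reaching 60%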;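 also: luciferase light reporting Pax8 driven TPO promoter activity; plate controls were median of neutral control wells for no effect and mitoxantrone controls for full effect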
# S100A4 inh HTS = blocks human S100A4 binding to myosin IIA peptide; P26447; S100A4/TAMRA-MyoIIA peptide fluorescence polarization; inhibition, % at 10.7 µM; 360,000 tested, 0.14% active; AID 652163;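 active = mean inhibition of at least 70% across replicates, with every replicate also reaching that level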
# Target sequence (P26447 whole entry, looked up): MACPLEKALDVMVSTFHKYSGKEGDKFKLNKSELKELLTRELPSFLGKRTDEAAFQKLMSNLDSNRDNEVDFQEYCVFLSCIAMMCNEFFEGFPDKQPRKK
#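 Assay system: human S100A4 monomer with TAMRA-labelled myosin IIA peptide / Buffer or medium: Calcium-containing HEPES buffer, pH 7.2 / Reagent: TAMRA-labelled myosin IIA heavy-chain peptide probe, 5 nM / Compound: one dose per compound / Timing: polarization read 5 min after assay mix addition, stable 5–60 min / Benchmarks: neutral control DMSO, positive control TFP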
# PGC1a acetyl inh = modulators of PGC1a acetylation | U2OS PGC1a acetylation, AlphaScreen anti-acetyl-lysine; with virally co-expressed GCN5 acetyltransferase | inhibition, % at 15.6 µM | 350,000 tested, 0.17% active | AID 651687;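 active = every replicate shows inhibition of at least 40%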;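 also: 0% = neutral control wells and 100% = positive control wells; some results beyond the cut were filed as inactive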
# ERAP1 inh = ERAP1 (human) enzyme inhibition. Q9NZ08. recombinant ERAP1, Leu-AMC fluorescence, 60 min. inhibition, % at 10.7 µM. 340,000 tested, 0.15% active. AID 652197;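 active = mean replicate inhibition of at least 30%, or all replicates individually reaching that 30% level; inactive = mean below 30% and not every replicate reaching it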;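 also: 0% = neutral control wells and 100% = L-leucinethiol positive control wells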
# Target sequence (Q9NZ08 whole entry, looked up): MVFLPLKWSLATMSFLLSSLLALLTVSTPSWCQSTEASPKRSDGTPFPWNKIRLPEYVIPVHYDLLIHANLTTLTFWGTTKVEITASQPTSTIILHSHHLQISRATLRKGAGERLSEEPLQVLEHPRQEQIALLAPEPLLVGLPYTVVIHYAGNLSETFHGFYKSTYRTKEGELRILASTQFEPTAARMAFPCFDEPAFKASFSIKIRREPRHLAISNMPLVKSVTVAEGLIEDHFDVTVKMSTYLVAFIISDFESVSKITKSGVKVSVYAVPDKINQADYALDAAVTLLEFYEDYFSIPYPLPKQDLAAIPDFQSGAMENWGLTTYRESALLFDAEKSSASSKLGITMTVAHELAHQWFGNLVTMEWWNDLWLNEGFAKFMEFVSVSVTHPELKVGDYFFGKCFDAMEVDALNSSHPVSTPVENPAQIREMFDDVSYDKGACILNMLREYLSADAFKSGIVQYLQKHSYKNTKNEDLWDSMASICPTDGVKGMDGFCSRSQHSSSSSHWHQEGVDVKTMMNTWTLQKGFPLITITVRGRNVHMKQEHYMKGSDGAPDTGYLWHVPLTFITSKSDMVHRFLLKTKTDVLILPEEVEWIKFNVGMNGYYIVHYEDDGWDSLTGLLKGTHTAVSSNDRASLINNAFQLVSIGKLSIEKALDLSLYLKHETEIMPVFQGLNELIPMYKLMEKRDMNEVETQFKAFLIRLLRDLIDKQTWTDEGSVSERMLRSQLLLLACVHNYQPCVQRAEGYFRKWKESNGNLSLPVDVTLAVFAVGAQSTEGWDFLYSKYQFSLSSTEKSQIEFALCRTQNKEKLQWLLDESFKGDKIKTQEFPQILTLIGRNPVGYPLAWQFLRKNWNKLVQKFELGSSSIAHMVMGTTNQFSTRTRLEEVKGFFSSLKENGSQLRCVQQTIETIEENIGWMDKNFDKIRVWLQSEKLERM
# FN deposit inh = fibronectin deposition inhibition; 350,000 tested, 0.086% active; AH1F fibroblasts, Alexa488-fibronectin deposition fluorescence, overnight; inhibition, % at 12.6 µM;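 active = mean inhibition across replicates of 30% or more, regardless of how many single replicates reach that level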;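 also: positive control wells lacked labelled fibronectin entirely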
#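 Test system: AH1F fibroblast monolayer depositing Alexa488-labelled fibronectin into matrix. Input: 10000 cells per well. Technique: fluorescence, ex 485 nm, em 525 nm. Buffer or medium: DMEM plus 2% serum, read in PBS. Timing: 1 h cell adhesion before compound, then overnight fibronectin incubation. Compound: single dose, pinned. Read-out basis: inhibition from reduced deposited-fibronectin fluorescence.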
# PglD inh = PglD (C. jejuni) enzyme inhibition | inhibition, % at 12.5 µM | purified PglD enzyme, DTNB colorimetric CoA detection | 360,000 tested, 0.098% active; in the data active = inhibition above about 16%, passing the limit was not always enough; also: strong numbers were not always called active
# EWS-Fli inh = blocks EWS/Fli oncoprotein-driven transcription. A673 NR0B1-luciferase reporter, viability-normalised. inhibition, % at 12.6 µM. 350,000 tested, 0.67% active. AID 651661;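 active = mean inhibition of at least 50% after viability correction, with every replicate also passing that limit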;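 also: firefly luciferase signal divided by Alamar Blue viability fluorescence both relative to DMSO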
# Starred values were filed as active, the others as inactive; / = no result given; & = joins results of further samples.
# The opening four entries, ahead of the listing:
SMILES,LGR2 inh,PAX8 inh HTS,S100A4 inh HTS,PGC1a acetyl inh,ERAP1 inh,FN deposit inh,PglD inh,EWS-Fli inh
Cc1ccc(OCCCCCN2CCOCC2)c(Cl)c1,-37.7,-42.3,0.2,0.0,-0.2,0.8,16.2,-27.7
CCN(CC(=O)Nc1ccccc1C(F)(F)F)C(=O)C1=COCCO1,-21.4,-2.4,-2.1,/,5.1,-0.2,/,-3.2
CCOC(=O)C1CSCCS(=O)(=O)N1Cc1ccc(Cl)cc1 (stereo not given),0.0,-12.7,0.5,/,-1.1,1.8,/,-6.6
O=C(c1noc2c1CCCC2)N1CCC(CO)(Cc2ccccc2Cl)CC1,-2.0,8.0,-5.5,7.2,-1.1,5.5,-8.1,6.5

# The list itself, from the start:
SMILES,LGR2 inh,PAX8 inh HTS,S100A4 inh HTS,PGC1a acetyl inh,ERAP1 inh,FN deposit inh,PglD inh,EWS-Fli inh
Cc1ccc(OCCCCCN2CCOCC2)c(Cl)c1,-37.7,-42.3,0.2,0.0,-0.2,0.8,16.2,-27.7
CCN(CC(=O)Nc1ccccc1C(F)(F)F)C(=O)C1=COCCO1,-21.4,-2.4,-2.1,/,5.1,-0.2,/,-3.2
CCOC(=O)C1CSCCS(=O)(=O)N1Cc1ccc(Cl)cc1 (stereo not given),0.0,-12.7,0.5,/,-1.1,1.8,/,-6.6
O=C(c1noc2c1CCCC2)N1CCC(CO)(Cc2ccccc2Cl)CC1,-2.0,8.0,-5.5,7.2,-1.1,5.5,-8.1,6.5
Cc1ccc(CN2C(=O)C(CC(C)C)Nc3ncnc(N4CCOCC4)c32)cc1 (stereo not given),18.7&22.7,3.9&18.0,7.7&-0.6,3.4&-2.6,0.5&-3.5,-13.8&-6.3,-4.9&-1.5,-1.9&0.8
Cc1ccc(OCC(=O)Nc2ccccc2C(=O)NC2CC2)cc1,-5.0,1.9,6.1,-5.4,-0.4,6.0,-4.0,-0.6
CCn1c2ccccc2c2cc(NC(=O)Cc3ccc(S(=O)(=O)N4CCOCC4)s3)ccc21,/,33.9,/,-9.7,/,13.4,-6.4,/
CCCCC(=O)Nc1nc(C)c(-c2csc(Nc3cc(OC)ccc3OC)n2)s1,-12.8,44.4,-2.8,8.7,-2.7,-0.9,5.2,21.0
CSCCC(C(=O)Nc1c(C)cccc1C)n1c(COc2ccc(C)cc2)nc2ccccc21 (stereo not given),17.3,19.2,0.5,/,-2.0,-8.8,/,6.4
CCN(CC1CCCO1)C(=O)c1cc(COc2ccc(F)cc2F)on1 (stereo not given),-10.0,/,-1.9,/,1.5,5.9,-3.0,/
CC1CN(S(=O)(=O)c2ccc(C(=O)Nc3ccc(S(=O)(=O)Nc4ncccn4)cc3)cc2)CC(C)O1 (stereo not given),/,-13.0,1.0,/,2.7,-0.7,/,-15.0
O=C(COC(=O)c1ccc2c(c1)OCCO2)Nc1ccccc1C(F)(F)F,-6.1,0.3,1.7,/,-0.4,/,-9.3,-2.6
O=C(CCOc1ccccc1)N1CCCC(Nc2ccccc2)C1 (stereo not given),-16.8,11.5,-0.1,8.8,0.4,3.1,-4.3,-0.4
CCN(CC)C(=O)Cn1cc(SCC(=O)NC2CCCCC2)c2ccccc21,/,14.2,0.7,1.4,-0.3,2.1,1.4,-4.5
CCCNC(=O)/C(C#N)=C1\N=C(NC(=O)c2cccs2)c2ccccc21,20.5,33.9,25.5,-0.9,0.4,-6.9,4.6,-0.1
Cc1ccc(NC(=O)CN2CCN(C(=O)c3ccco3)CC2)cc1,19.6,21.1,-1.4,/,1.1,3.7,-4.4,-7.2
Cc1onc(-c2ccccc2)c1C(=O)Nc1ccccc1N1CCOCC1,/,2.2,/,-2.7,/,2.9,2.0,/
CCOc1ccc(NC(=O)COc2ccccc2)c([N+](=O)[O-])c1,/,-196.4,-1.0,-1.0,2.0,-3.6,/,-15.8
C[C@H]1CN([C@@H](C)CO)C(=O)c2cc(-c3ccncc3)cnc2O[C@H]1CN(C)C(=O)C1CCOCC1,-2.2,/,1.1,13.2,-1.6,-8.4,3.6,-1.3
CCOCc1nnc(NC(=O)C2CC(=O)N(C3CCCC3)C2)s1 (stereo not given),11.3,-3.6,6.0,-0.6,1.0,-10.9,0.0,-4.4
Cc1cccc(OCC(=O)N/N=C\c2cccn2C)c1C,28.5,-13.5,-13.1,3.6,-1.4,1.4,1.3,-5.7
c1ccc(CSc2nnc(-c3ccccn3)n2-c2ccccc2)cc1,/,9.7,/,-10.6,/,-5.6,-3.5,/
CCNC(=O)C[C@@H]1CC[C@@H]2[C@@H](COc3ccc(NC(=O)Nc4ccc(F)cc4)cc3C(=O)N2C)O1,-3.0,10.0,3.3,2.8,0.3,-13.3,1.6,10.0
O=C(CN1CCN(C(=O)CNC(=O)c2ccc3c(c2)OCO3)CC1)Nc1ccc(F)cc1,7.2,-2.5,0.8,-5.2,0.3,-8.5,1.7,1.5
C[C@H]1CN([C@@H](C)CO)C(=O)c2cccc(NS(=O)(=O)c3ccccc3)c2O[C@@H]1CN(C)C(=O)Nc1cccc2ccccc12,1.8,5.1,8.4,4.6,-0.5,/,6.7,11.8

# The list goes on.
SMILES,LGR2 inh,PAX8 inh HTS,S100A4 inh HTS,PGC1a acetyl inh,ERAP1 inh,FN deposit inh,PglD inh,EWS-Fli inh
CCCNC(=O)N(C)C[C@H]1Oc2cc(C3=CCCCC3)ccc2S(=O)(=O)N([C@H](C)CO)C[C@H]1C,2.0,12.2,5.2,-14.7,2.2,1.2,3.3,13.4
Cc1cc(C)cc(NC(=O)N2CCN(C/C=C/c3ccccc3)CC2)c1,9.9,10.4,0.7,1.8,-4.6,2.6,/,15.2
S=C(N/N=C/c1cccc2ccccc12)Nc1cccc(Cl)c1,23.9,-8.0,0.6,-7.9,/,1.5,-1.3,6.1
COc1cc(C(=O)NNC(=O)COc2ccc(C)cc2)ccc1OCC(=O)N1CCOCC1,6.5,-4.6,-4.2,7.0,-0.5,6.5,-2.6,-4.3
CCOC(=O)N1CCC(=NNC(=O)NC2CCCCC2)CC1,-11.2,-14.0,-1.6,/,0.6,0.3,0.9,-1.2
COc1ccc(C(=O)Nn2c(CC(C)C)nc3cc(Cl)ccc3c2=O)c(OC)c1,15.6,21.5,-5.0,-11.4,-4.1,-2.6,-4.6,-5.8
Cc1cc(CNC(=O)COc2ccc([N+](=O)[O-])cc2)c2ccccc2n1,-7.5,20.6,-0.1,/,6.9,-0.4,/,-4.0
CC(C)C[C@@H]1O[C@H](C(C)C)Cc2[nH][nH]c(=O)c21,1.0,2.3,-0.3,/,-0.9,10.1,/,0.5
Cc1ccc(NC(=S)N=Nc2c(O)n(C)c3ccc(S(=O)(=O)N4CCOCC4)cc23)cc1C,7.1,10.6,/,5.1,/,-7.7,7.0,/
Cc1cc(NC(=O)CN2CCCC(C)C2)no1 (stereo not given),29.0,4.3,4.8,-1.4,0.0,0.8,/,-0.1
COc1ccc(CCN2CCCC(CN(C)C(=O)c3ccoc3C)C2)cc1 (stereo not given),-20.5,-38.1,-0.9,-0.5,2.1,/,4.2,/
CCOC(=O)c1sc2nc(C)c3c(c2c1N)CC(C)(C)OC3,-10.0,/,7.2,/,1.1,/,-4.0,/
CCOC(=O)CNC(=O)N1c2ccccc2Sc2ccccc21,-2.1,12.0,4.5,-7.8,-0.1,5.4,/,8.3
CN1C2C=CC(=O)C1C1C(=O)N(c3ccccc3)C(=O)C12 (stereo not given),12.4,1.5,3.7,22.2,-4.3,-0.1,3.8,11.9
Cc1ccccc1-c1cnc2c(c1)C(=O)N([C@H](C)CO)C[C@H](C)[C@H](CN(C)C(=O)c1ccccc1)O2,-8.7,-17.1,3.1,12.1,1.1,/,0.3,-7.2
COc1ccc(NC(=O)c2cc(C3CCCCN3S(=O)(=O)c3cn(C)cn3)on2)c(C)c1 (stereo not given),0.5,3.9,5.0,-5.5,0.1,-5.2,-2.1,-6.1
CC(C)C#Cc1ccc2c(c1)O[C@@H](CN(C)C(=O)c1cnccn1)[C@H](C)CN([C@H](C)CO)S2(=O)=O,-39.0,/,-1.0,-1.3,-1.8,-11.7,1.0,0.8
Cc1cc(C)cc(C(=O)NCC(=O)OCC(=O)NCC(F)(F)F)c1,0.0,5.0,0.8,/,-3.2,-16.2,/,-4.7
Cc1c(/C=N/NC(=O)COc2ccccc2[N+](=O)[O-])c2ccccc2n1C,8.2,-0.7,3.3,/,-3.4,6.5,/,-15.1
COCC(=O)N1CCC2(CC1)CN(S(C)(=O)=O)[C@H](CO)c1[nH]c3cc(OC)ccc3c12,-27.9,/,-7.1,2.1,0.1,-13.8,/,29.2
COCCN(C(=O)COc1ccccc1C#N)c1c(N)n(Cc2ccccc2)c(=O)[nH]c1=O,-1.6,16.8,-1.7,/,1.8,10.6,/,0.4
Cc1cc(=O)[nH]c(SCC(=O)Nc2cccc(S(=O)(=O)N3CCOCC3)c2)n1,1.9,-21.7,-1.6,-4.6,-1.2,2.2,-2.5,0.9
COc1ccc(-c2cc(C(=O)N3CCCCCC3)c3ccccc3n2)cc1OC,-0.6,0.6,-1.2,-2.2,16.2,/,-5.8,6.4
Cc1ccccc1OCc1nnc2n1CC(C)S2 (stereo not given),10.5,0.4,-1.0,3.7,/,0.2,3.8,-7.5
CCOC(=O)C1CCN(S(=O)(=O)c2cccc(-c3cn4cccc(C)c4n3)c2)CC1,6.4,-16.9,0.7,28.8,1.1,-5.9,0.7,/

# Next section:
SMILES,LGR2 inh,PAX8 inh HTS,S100A4 inh HTS,PGC1a acetyl inh,ERAP1 inh,FN deposit inh,PglD inh,EWS-Fli inh
C[C@H](CO)N1C[C@H](C)[C@H](CN(C)S(=O)(=O)c2cccs2)Oc2ccc(NC(=O)Nc3ccc(C(F)(F)F)cc3)cc2C1=O,0.5,/,/,-1.7,/,-3.4,/,3.6
O=C(COc1ccc(Cl)cc1)Nc1cc2c3c(c1)CC(=O)N3CCC2,-30.9,-10.3,4.0,-18.8,6.2,-0.8,6.7,-1.8
C[C@@H]1CN([C@@H](C)CO)C(=O)Cc2cc(NC(=O)Nc3cccc4ccccc34)ccc2O[C@H]1CN(C)C(=O)Nc1ccc(F)cc1,-8.8,11.1,-8.5,1.6,-1.2,/,-1.6,6.6
CC(O)(c1ccc(F)c(F)c1)c1nc(-c2ccccc2)cs1 (stereo not given),9.1,-4.6,1.6,-10.5,5.5,-3.9,-5.8,7.3
CS(=O)(=O)Nc1cccc(C2=NN(C(=O)c3ccco3)C(c3ccco3)C2)c1 (stereo not given),4.5,15.0,-0.9,0.6,0.7,/,-3.5,7.2
CN(CCc1ccccn1)C(=O)CCC1CCCN(C(=O)c2c(F)ccc(F)c2F)C1 (stereo not given),1.7,-11.1,0.7,-2.0,-4.9,0.9,-0.2,/
O=C(NCCCN1CCCC1=O)c1cc2c(s1)CCCCC2,-30.1,-40.2,-2.1,5.5,-5.1,8.7,0.8,-38.1
Cc1ccc(NC(=O)Cn2cc(C(F)(F)F)cc(Cl)c2=O)cc1S(=O)(=O)N1CCCCC1,-8.6,18.2,-3.9,-19.0,2.8,/,-4.2,28.9
CCC(C)[C@H]1CNCCN1CCc1cccc2ccccc12 (stereo not given in full),28.0,7.3,-2.8,10.5,-0.2,5.9,5.4,0.5
CC(NC(=O)CSc1nc2ccccc2n1C)c1ccccc1 (stereo not given),-1.6,15.0,-3.8,-4.5,1.5,6.7,-3.1,-6.0
Cc1c(N(C(=O)Cc2cccs2)C2(C(=O)NC3CCCC3)CCCCC2)c(=O)n(-c2ccccc2)n1C,-1.8,2.1,-10.6,/,-1.6,8.6,5.3,7.6
C[C@H](CO)N1C[C@H](C)[C@H](CN(C)C(=O)Nc2cccc3ccccc23)Oc2c(NS(=O)(=O)c3cn(C)cn3)cccc2C1=O,6.3,/,-0.5,-12.5,2.8,4.1,-6.9,-6.3
